From PubChem BioAssay
NR5A2 inv ag – inverse agonists of human LRH-1 (NR5A2); O00482; HEK293T StAR-luciferase reporter, LRH-1 transfected, 24 h; inhibition, % at 3.6 µM; hit rate 0.13% among 360,000; AID 602396;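 active means inhibition above the mean inhibition of all tested compounds plus 3 SD, cut at about 73% in these data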;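 further: 0% = DMSO wells and 100% = reporter-only cells lacking LRH-1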
Target sequence (O00482 whole entry, looked up): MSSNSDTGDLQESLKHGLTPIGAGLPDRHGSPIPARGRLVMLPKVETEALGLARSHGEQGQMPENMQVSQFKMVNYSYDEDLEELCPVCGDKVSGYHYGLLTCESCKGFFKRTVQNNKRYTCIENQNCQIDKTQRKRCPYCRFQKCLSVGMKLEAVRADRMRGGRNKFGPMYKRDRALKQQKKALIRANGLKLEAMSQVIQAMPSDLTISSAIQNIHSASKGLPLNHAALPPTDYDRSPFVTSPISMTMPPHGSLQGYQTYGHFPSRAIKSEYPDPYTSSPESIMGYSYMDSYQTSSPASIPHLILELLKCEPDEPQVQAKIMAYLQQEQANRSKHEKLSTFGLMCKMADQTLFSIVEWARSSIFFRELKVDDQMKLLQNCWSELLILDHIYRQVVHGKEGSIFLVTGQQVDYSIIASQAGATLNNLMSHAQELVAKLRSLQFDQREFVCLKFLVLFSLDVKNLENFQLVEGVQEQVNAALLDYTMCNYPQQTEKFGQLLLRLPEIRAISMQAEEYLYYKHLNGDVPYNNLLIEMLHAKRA
TLR9-MyD88 inh – blocks human TLR9 binding to MyD88; Q9NR96+Q99836; CHO BLA complementation TLR9-MyD88, CCF4 FRET ratio; inhibition, % at 4.98 µM; hit rate 0.21% among 340,000; AID 504734;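 active means inhibition above the mean over all tested compounds plus 3 SD, cut at about 21% in these data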;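 further: 0% = DMSO only wells and 100% = clavulanate BLA inhibitor control wells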
NR2F2 inh – blocks human COUP-TFII nuclear receptor | inhibition, % at 8.6 µM | hit rate 0.7% among 370,000 | HEK293T NGFI-A luciferase reporter, luminescence | P24468;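 active means inhibition above a per-plate cutoff, mean inhibition of test wells between control levels plus 3 SD, cut at about 38% in these data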;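 further: cells cotransfected with COUP-TFII expression vector driving the NGFI-A reporter; 0% = median of COUP-TF2 test wells and 100% = reporter-only cells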
MC4R antag cAMP – antagonists of human melanocortin 4 receptor (MC4R); MC4R-expressing cells, MTII-stimulated cAMP, LANCE TR-FRET; P32245; hit rate 0.48% among 360,000; inhibition, % at 6.5 µM;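 active means inhibition above its plate's cutoff, the mean of tested wells on that plate plus 3 SD, cut at about 29% in these data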;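 further: 0% = Melanotan II alone and 100% = Melanotan II plus saturating MCL0020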
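Assay system: human MC4R-expressing U2OS cells; reagent: Melanotan II stimulation of cells; dosing: 6.5 µM single dose; timing: compound 30 min, challenge 1 h, detection 1 h; signal: TR-FRET cAMP assay; replicates: one well per compound, no replicates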
NOD2-RIPK2 inh – inhibitors of human NOD2-RIPK2 interaction | CHO BLA complementation NOD2-RIPK2, CCF4 ratio | inhibition, % at 4.98 µM | O43353 | hit rate 0.38% among 360,000 | AID 624267; in the data active means inhibition above about 21%;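 further: 0% = vehicle only and 100% = reference blocker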
Target sequence (O43353 whole entry, looked up): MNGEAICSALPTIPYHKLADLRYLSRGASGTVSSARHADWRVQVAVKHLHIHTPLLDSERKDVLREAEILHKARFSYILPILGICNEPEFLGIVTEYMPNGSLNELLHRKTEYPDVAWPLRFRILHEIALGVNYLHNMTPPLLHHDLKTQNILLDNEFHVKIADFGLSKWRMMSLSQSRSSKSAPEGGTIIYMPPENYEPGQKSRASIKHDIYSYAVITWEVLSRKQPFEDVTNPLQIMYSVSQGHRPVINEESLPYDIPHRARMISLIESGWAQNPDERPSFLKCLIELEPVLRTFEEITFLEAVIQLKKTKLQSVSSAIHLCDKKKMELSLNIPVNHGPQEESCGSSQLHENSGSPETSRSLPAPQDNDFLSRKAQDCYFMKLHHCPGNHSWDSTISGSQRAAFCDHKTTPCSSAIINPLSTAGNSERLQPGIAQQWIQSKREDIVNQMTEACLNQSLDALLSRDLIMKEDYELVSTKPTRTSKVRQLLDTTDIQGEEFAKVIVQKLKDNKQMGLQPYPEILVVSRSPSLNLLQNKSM
SRC2 inh – inhibits human steroid receptor coactivator 2; Q15596; HEK293 GAL4-SRC2 luciferase reporter, luminescence; inhibition, % at 9 µM; hit rate 0.17% among 370,000; AID 651957;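 active means inhibition above the mean inhibition of all tested compounds plus 3 SD, set per campaign, cut at about 52% in these data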;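 further: 0% = DMSO treated cells and 100% = cells given Gossypol at 36 µM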
MC4R barr agon – human MC4R agonism via beta-arrestin; P32245; U2OS MC4R beta-arrestin complementation, luminescence; percent of melanotan II response, DMSO zero; activation, % at 8.9 µM; hit rate 0.98% among 360,000;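 active means activation above a per-plate cutoff, the mean activation of sample wells on that plate plus 3 SD, cut at about 8% in these data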
EBV LMP1 NFkB – Epstein-Barr LMP1 NF-kappaB reporter inhibition; LMP1-induced NF-kappaB luciferase reporter cells, luminescence; inhibition, % at 12.5 µM; hit rate 0.69% among 350,000; in the data active means inhibition above about 41%;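 further: 0% = neutral control wells and 100% = reference inhibitor control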
ABHD5-PLIN5 inh – ABHD5-PLIN5 protein interaction inhibition; Q00G26+Q8WTS1; Split G. princeps luciferase complementation, luminescence, 4 h; inhibition, % at 4 µM; hit rate 0.78% among 360,000; AID 602281;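 active means inhibition above the mean inhibition across every tested compound plus 3 SD, cut at about 22% in these data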;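 further: 0% = DMSO only wells and the 100% control is not disclosed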
NCOA3 inh – inhibitors of human steroid receptor coactivator 3 (SRC3); inhibition, % at 3.6 µM; hit rate 0.17% among 360,000; HEK293 GAL4-SRC3 luciferase reporter, luminescence; Q9Y6Q9; AID 588352;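 active means inhibition above a per-campaign cutoff, the mean of all compounds plus 3 SD, cut at about 60% in these data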;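 further: 0% = DMSO-treated cells and 100% = gossypol-treated cells at 36 µM; higher means less SRC3-driven luciferase light from the GAL4 reporter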
SRC1 inh – inhibitors of human steroid receptor coactivator 1 (SRC1) | hit rate 0.12% among 360,000 | Q15788 | inhibition, % at 3.6 µM | HEK293 GAL4-SRC1 luciferase reporter, luminescence;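 active means inhibition above the campaign mean plus 3 SD, with each screening campaign given its own cutoff, cut at about 60% in these data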;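 further: 0% = DMSO treated cells and 100% = gossypol at 36 µM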
Numbers without * were called inactive; . = not tested or not shown. Some of the compounds tested. The share of hits here may be higher or lower than overall.

SMILES	NR5A2 inv ag	TLR9-MyD88 inh	NR2F2 inh	MC4R antag cAMP	NOD2-RIPK2 inh	SRC2 inh	MC4R barr agon	EBV LMP1 NFkB	ABHD5-PLIN5 inh	NCOA3 inh	SRC1 inh
COc1cc([N+](=O)[O-])c(OC)cc1SCc1n[nH]c(=S)n1-c1ccc(C)cc1	20	-6	14	0	-2	7	-3.5	0	-8	-14	-54
Cc1ccc2nc3c(cc(C(=O)NCc4ccco4)c(=N)n3C3CCCC3)c(=O)n2c1	5	7	-12	7	-5	-68	-0.2	5	11	9	2
Cc1ccc(OCC(=O)Nc2nnc(S(=O)(=O)N3CCCCCC3)s2)cc1	-17	5	-2	9	3	-5	1.0	-3	3	-3	7
O=C(c1ccc(N2CCCC2)c([N+](=O)[O-])c1)N1CCN(S(=O)(=O)c2ccc(Cl)cc2)CC1	8	2	19	4	-2	7	3.0	-3	-1	8	-3
CN(C)CC(=O)N1c2ccccc2Sc2ccc(Cl)cc21	-13	-6	9	18	-13	-4	-0.7	8	5	-6	1
O=C(CNC(=O)c1ccc(S(=O)(=O)N2CCCC2)cc1)N/N=C/c1ccccc1	-6	-3	-4	8	-3	21	-0.6	3	-4	14	9
O=C1N[C@@H](c2ccccc2)COC(=O)[C@H](Cc2ccc(F)cc2)C/C=C\C[C@H]1CC(=O)N(CCO)Cc1ccccc1	27	-3	-1	4	-4	-23	-3.2	5	-6	-23	-14
O=C(Nc1nnc(CCS(=O)(=O)c2ccc3ccccc3c2)s1)c1cccs1	-6	-8	-15	11	1	11	0.4	1	-1	3	-20
CCOc1ccccc1N(CC(=O)Nc1ccccc1C(=O)N1CCOCC1)S(C)(=O)=O	-18	1	11	-1	-9	-7	-2.9	-7	-5	0	1
COc1ccc(N2CCN(c3nc(NCCc4ccc(OC)c(OC)c4)nc(OC)n3)CC2)cc1	-4	-5	-3	17	-1	10	1.8	13	1	33	1
O=C(O)c1cccc(NN=C2c3ccccc3-c3ccccc32)c1	-9	4	17	21	0	-10	-1.5	2	3	-11	-57
COc1ccc([C@H]2CC(=O)C=C(/C=C/c3ccc(C(F)(F)F)cc3)C2)cc1	-11	-4	6	-1	-2	14	-0.8	-5	-7	-20	0
CCOc1ccc(N(Cc2ccccc2F)C2=NC3CS(=O)(=O)CC3S2)cc1 (stereo not given)	-2	-6	-1	4	-7	14	0.3	8	-8	-7	6
CC(=O)NC(c1ccc(F)c(F)c1)c1nc(-c2cnc3ccccc3c2)cs1 (stereo not given)	-23	.	10	9	13	-15	2.9	.	-2	-32	-29
COc1ccccc1NC(=O)CN(c1ccc(C23CC4CC(CC(C4)C2)C3)cc1)S(C)(=O)=O	14	-12	3	14	-7	26	-0.7	4	-9	10	16
O=C(CCc1nc(-c2ccccc2F)no1)NCCc1ccccc1Cl	-14	-3	18	4	6	6	0.1	-1	-3	1	-9
OC(CNCCC(c1ccccc1)c1ccccc1)COc1ccccc1 (stereo not given)	-1	-1	-16	8	3	-24	25*	-12	4	16	-15
CCc1nnc(NC(=O)CCC(=O)N2CCN(CCc3ccccc3)CC2)s1	8	6	3	1	-2	15	-0.4	-5	3	2	-8
COc1ccc(NC(C)=O)cc1NC(=O)CSc1nnc(-c2cccnc2)n1C	-14	0	-7	7	4	9	-3.1	13	3	1	-8
CCCCc1nnc(NC(=O)C(=O)OCC)s1	-5	-4	10	3	-54	9	3.4	-2	-3	15	-23
Clc1cccc(Cl)c1-c1nnc2cccc(Cl)n12	9	7	2	0	0	25	0.8	20	-1	13	-42
Cc1ccc(C)c(OCCCCn2cnc3ccccc3c2=O)c1	-6	3	-2	14	5	-2	1.0	6	-1	-9	4
COc1ccc(-c2c(C)oc3c(CN4CCCCC4C)c(O)ccc3c2=O)cc1 (stereo not given)	-13	5	-10	4	4	-39	-1.4	-1	1	7	-7
COc1ccc(/C=N/Nc2nc(N3CCCC3)nc(N3CCCC3)n2)c(OC)c1OC	5	-1	3	11	-3	7	-2.5	-3	-5	4	-2
N#Cc1c2n(c3c(=O)n(Cc4ccc(Cl)cc4)cnc13)CCCCC2	4	-2	11	-19	-1	-29	2.7	-6	8	18	-8

Looked up above.
EBV LMP1 NFkB result of O=C(CNC(=O)c1ccc(S(=O)(=O)N2CCCC2)cc1)N/N=C/c1ccccc1 → 3
SRC2 inh result of COc1ccc(N2CCN(c3nc(NCCc4ccc(OC)c(OC)c4)nc(OC)n3)CC2)cc1 → 10

Profiles, looked up by structure. Order of screens: NR5A2 inv ag | TLR9-MyD88 inh | NR2F2 inh | MC4R antag cAMP | NOD2-RIPK2 inh | SRC2 inh | MC4R barr agon | EBV LMP1 NFkB | ABHD5-PLIN5 inh | NCOA3 inh | SRC1 inh
COc1ccccc1NC(=O)CN(c1ccc(C23CC4CC(CC(C4)C2)C3)cc1)S(C)(=O)=O is entered as 14 | -12 | 3 | 14 | -7 | 26 | -0.7 | 4 | -9 | 10 | 16
COc1ccc([C@H]2CC(=O)C=C(/C=C/c3ccc(C(F)(F)F)cc3)C2)cc1 is entered as -11 | -4 | 6 | -1 | -2 | 14 | -0.8 | -5 | -7 | -20 | 0
COc1ccc(N2CCN(c3nc(NCCc4ccc(OC)c(OC)c4)nc(OC)n3)CC2)cc1 is entered as -4 | -5 | -3 | 17 | -1 | 10 | 1.8 | 13 | 1 | 33 | 1
Cc1ccc(OCC(=O)Nc2nnc(S(=O)(=O)N3CCCCCC3)s2)cc1 is entered as -17 | 5 | -2 | 9 | 3 | -5 | 1.0 | -3 | 3 | -3 | 7
O=C(c1ccc(N2CCCC2)c([N+](=O)[O-])c1)N1CCN(S(=O)(=O)c2ccc(Cl)cc2)CC1 is entered as 8 | 2 | 19 | 4 | -2 | 7 | 3.0 | -3 | -1 | 8 | -3

Continuation.
SMILES	NR5A2 inv ag	TLR9-MyD88 inh	NR2F2 inh	MC4R antag cAMP	NOD2-RIPK2 inh	SRC2 inh	MC4R barr agon	EBV LMP1 NFkB	ABHD5-PLIN5 inh	NCOA3 inh	SRC1 inh
COCCn1c(SCC(=O)N2CCCC(C)C2)nnc1-c1ccco1 (stereo not given)	9	-7	7	0	-6	-6	-2.1	-1	5	-2	12
COc1ccc(-n2cc(CNC(C)c3ccncn3)c(-c3cccc(F)c3)n2)cc1 (stereo not given)	-6	-1	13	4	4	1	-1.0	-3	6	14	-15
O=C(N/N=C/c1ccc([N+](=O)[O-])cc1)c1ccc(COc2ccccc2-c2ccccc2)cc1	9	4	-19	2	-3	-8	0.1	-7	2	2	-11
CC(=O)N1CCc2cc(S(=O)(=O)NCCC(=O)NCCc3ccc(C)cc3)ccc21	5	3	13	1	-8	17	-2.1	3	1	25	18
COc1ccc(CNC(=O)c2cc(=O)c3ccc(C)c(C)c3o2)cc1	-2	9	18	-1	1	-5	-2.0	-1	1	-16	-20
O=C(COC(=O)c1cc(Br)ccc1O)Nc1ccc2c(c1)OCCO2	37	3	-10	7	-7	-16	-0.2	3	9	-14	-13
O=C(NC1CCCCC1)C(c1ccccc1)N(C(=O)c1cccs1)c1ccc2c(c1)OCO2 (stereo not given)	26	3	11	-2	-5	-9	-0.6	0	6	21	10
C/C(=N\NC(=O)c1ccccc1N)c1ccc(NC(=O)Cc2ccccc2)cc1	-79	-5	-40	17	5	-74	-3.4	-15	-6	-59	-114
O=c1[nH]c2cc3c(cc2cc1CN(Cc1cccnc1)C(=S)NCc1ccco1)OCCO3	25	1	-3	2	-7	1	-5.2	-8	5	10	-1
Cc1cc(S(=O)(=O)N2CCOCC2)ccc1OCC(=O)Nc1ccccc1C(F)(F)F	4	2	-3	5	1	4	-0.7	1	-3	-13	-5
O=C(NCCc1ccccn1)c1cc(C(=O)C2CCCCC2)c[nH]1	10	-4	-5	0	-5	-11	-0.6	-8	1	-15	-15
CC(NC(=O)c1ccccc1F)C(=O)O (stereo not given)	-4	5	-1	10	-4	-10	-0.6	-4	0	-4	-1
CN(C(=O)CNC(=O)c1ccc(Br)o1)C1CCCCC1	-26	0	13	2	-2	-18	-3.1	-9	-4	-14	-6
O=C(Nc1ccc(O)cc1C(=O)O)c1ccc2c(c1)C(=O)N(Cc1ccco1)C2=O	-4	-8	3	9	-5	22	-1.8	-8	-1	-8	4
C[C@H](CO)N1C[C@H](C)[C@@H](CN(C)Cc2ccncc2)Oc2c(NS(=O)(=O)c3cccs3)cccc2C1=O	-1	0	-2	0	-16	15	0.6	-3	2	2	-14
Cc1ccsc1C(=O)N1CCC(N2CCC(C(=O)NCC3CCCO3)CC2)CC1 (stereo not given)	-13	-8	2	-2	6	20	-3.9	2	-2	-5	-3
CCc1ccccc1Nc1nc(-c2cccnc2)cs1	-32	2	7	0	-17	-21	0.1	-11	8	4	3
CCCn1c(=N)c(S(=O)(=O)c2ccc(F)cc2)cc2c(=O)n3cccc(C)c3nc21	5	-6	11	-10	-18	3	0.1	2	0	1	9
COc1ccc(-c2csc(C(O)c3ccc(F)c(OC)c3)n2)cc1 (stereo not given)	11	.	21	-2	-14	13	-0.6	.	6	-8	4
CCOc1ccccc1NC(=O)c1sc2nc(C)nc(N3CCOCC3)c2c1C	16	12	1	17	-9	-12	-1.2	3	11	-1	2
O=C(COc1ccccc1)N1CCc2ccccc2C1	-50	-1	2	-2	1	-4	-2.8	0	-12	-23	-39
Cc1ccccc1N(CC(=O)NC1CCCC1)C(=O)c1oc(C(C)(C)C)cc1C	1	-15	.	9	-2	.	3.0	-11	-4	12	-1
CCN1C(=O)N(CN2CCOCC2)C2C1N(CN1CCOCC1)C(=O)N2CC (stereo not given)	5	-6	-8	-3	-6	6	0.1	-10	-9	9	1
N#Cc1cnn(-c2ccc([N+](=O)[O-])cc2[N+](=O)[O-])c1N	4	8	16	5	0	10	0.6	-2	-2	-15	-6
CCOC(=O)c1ccc(NC(=O)c2cn(CCC#N)nc2-c2ccc3c(c2)OCCO3)cc1	-11	-9	4	6	2	-14	-1.9	0	5	3	-4
CC(C)CN1C(=O)c2ccc(C(=O)Nc3nccs3)cc2C1=O	-25	4	0	2	-10	2	4.9	-6	-1	-13	-8
CCN(CC)CCn1c(O)c(N=O)c2ccccc21	9	5	-2	5	2	-1	-1.9	4	0	-23	20
